SENP8 block-1: blocks the human protease SENP8 | AID 2540 | 330,000 tested, 1.2% active | purified SENP8, Z-RLRGG-aminoluciferin cleavage, luminescence | inhibition, % at 10 µM | Q96LD8; in the data active = inhibition above about 50%
Target sequence (Q96LD8 whole entry, looked up): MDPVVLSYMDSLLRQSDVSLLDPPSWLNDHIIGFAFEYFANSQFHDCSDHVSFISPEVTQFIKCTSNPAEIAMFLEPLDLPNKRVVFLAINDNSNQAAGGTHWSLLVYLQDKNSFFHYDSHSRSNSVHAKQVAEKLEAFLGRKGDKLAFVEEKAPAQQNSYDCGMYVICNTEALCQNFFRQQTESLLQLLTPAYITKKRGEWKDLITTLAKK
SENP7 inh: SENP7 protease inhibition; Q9BQF6; recombinant SENP7, Z-RLRGG-aminoluciferin luminescence, 40 min; inhibition, % at 5 µM; 330,000 tested, 1.5% active; AID 434973;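 active = inhibition above about 50% at the single test dose, limit read from the data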;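 note: plate controls were DMSO with enzyme for no effect and no enzyme buffer wells for full effect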
PfG6PD inh: PfG6PD (Plasmodium falciparum) enzyme inhibition; PfGluPho enzyme, NADPH resazurin-diaphorase fluorescence; inhibition, % at 20 µM; 350,000 tested, 0.78% active; AID 504690;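 active = inhibition reaching at least a set limit at 20 µM in the primary screen, cut at about 59% in these data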;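 note: 0% = DMSO wells with substrate and 100% = DMSO wells lacking glucose-6-phosphate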
SENP6 inh: blocks the human protease SENP6 | Q9GZR1 | Recombinant SENP6 catalytic domain, aminoluciferin luminescence | inhibition, % at 10 µM | 330,000 tested, 1.8% active | AID 2599;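 active = inhibition above about 50% at the single tested dose, limit read from the data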;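 note: plate controls were DMSO wells with enzyme for no effect and DMSO wells lacking enzyme for full effect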
HKDC1 inhibitor: HKDC1 (human) hexokinase inhibition; Q2TB90; recombinant HKDC1, G6PDH/diaphorase resazurin coupled fluorescence; inhibition, % at 20 µM; 340,000 tested, 0.16% active;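 active = inhibition above about 35% when tested at 20 µM, limit read from the data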;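 note: plate controls were DMSO wells with enzyme for no effect and DMSO wells lacking enzyme for full effect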
Target sequence (Q2TB90 whole entry, looked up): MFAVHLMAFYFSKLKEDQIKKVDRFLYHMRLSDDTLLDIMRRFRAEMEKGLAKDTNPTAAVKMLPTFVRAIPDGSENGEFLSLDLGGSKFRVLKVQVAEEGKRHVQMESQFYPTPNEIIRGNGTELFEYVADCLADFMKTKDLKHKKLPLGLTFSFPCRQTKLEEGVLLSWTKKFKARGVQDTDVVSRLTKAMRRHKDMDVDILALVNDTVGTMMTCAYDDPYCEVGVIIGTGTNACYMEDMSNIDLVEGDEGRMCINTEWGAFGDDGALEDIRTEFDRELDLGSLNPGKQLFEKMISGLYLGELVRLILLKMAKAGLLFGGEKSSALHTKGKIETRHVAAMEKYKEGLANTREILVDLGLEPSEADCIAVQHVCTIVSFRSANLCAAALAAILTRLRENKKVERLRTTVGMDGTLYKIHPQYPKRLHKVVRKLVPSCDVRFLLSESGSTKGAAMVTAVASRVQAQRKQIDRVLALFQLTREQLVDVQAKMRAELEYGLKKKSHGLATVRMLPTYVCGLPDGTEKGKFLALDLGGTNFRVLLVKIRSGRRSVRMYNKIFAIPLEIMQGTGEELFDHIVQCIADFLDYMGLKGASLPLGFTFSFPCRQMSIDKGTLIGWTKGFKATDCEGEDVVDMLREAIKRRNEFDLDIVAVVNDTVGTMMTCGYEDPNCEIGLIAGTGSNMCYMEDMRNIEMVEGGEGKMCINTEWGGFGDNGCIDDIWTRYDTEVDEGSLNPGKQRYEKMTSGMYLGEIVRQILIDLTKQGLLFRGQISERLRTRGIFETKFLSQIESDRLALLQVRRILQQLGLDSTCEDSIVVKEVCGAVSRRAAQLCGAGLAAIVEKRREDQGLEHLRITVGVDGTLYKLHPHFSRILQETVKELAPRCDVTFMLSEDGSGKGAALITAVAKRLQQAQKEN
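System: Recombinant HKDC1 hexokinase | Amount: HKDC1 at 5 µg/mL | Reagent: Glucose with 1 mM ATP | Doses: Single 20 µM dose | Incubation: Reaction time 90 min, room temperature, protected from light | Signal: Coupled resazurin fluorescence, excitation 525 nm, emission 613 nm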
SENP8 block-2: blocks human SENP8 cleavage of Nedd8 substrate; Q96LD8; inhibition, % at 20 µM; AID 602440; 360,000 tested, 0.64% active; recombinant SENP8, Nedd8 substrate fluorescence; in the data active = inhibition mostly above about 40%, no sharp cut-off; inactive = mostly below about 27%
SENP1 inh: inhibitors of human SENP1 SUMO protease catalytic domain; recombinant SENP1 catalytic domain, CyPet-SUMO1-YPet FRET cleavage; inhibition, % at 10 µM; 360,000 tested, 0.21% active; AID 624204;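 active = inhibition at least 30% at 10 µM, raw YFP signal under a set limit, fluorescence ratio 0.5 to 1.5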;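 note: 0% = enzyme with DMSO and 100% = no enzyme wells; some results filed as inactive read as strong as hits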
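Material – human SENP1 catalytic domain · Input – SENP1 enzyme, 20 pM final · Compound dosing – single concentration of 10 µM compound, 0.5% DMSO final · Timing – enzyme reaction for 50 min at room temperature, dark · Measured by – FRET fluorescence in CFP and YFP emission channels · Control set – no-enzyme wells low, DMSO-plus-enzyme wells high control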
Apaf-1 inh: blocks human Apaf-1 apoptosome activity | reconstituted apoptosome caspase-3 activity, DEVD-Rh110 fluorescence | O14727 | 330,000 tested, 0.71% active | inhibition, % at 20 µM; active = inhibition of at least 40% at 20 µM;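 note: plate controls were DMSO wells for no effect and DEVD-CHO caspase inhibitor wells for full effect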
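Assay system: Apoptosome proteins | Medium: pH 7.5 Hepes buffer with CHAPS, BSA, DTT | Also added: Cytochrome c and DEVD-Rh110 substrate | Times: 30 min plus 50 min, RT | Detection: Rhodamine 110 fluorescence at Ex 480/Em 540 nm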
* = called active by the depositor; i = inactive; nt = no result given.

SMILES | SENP8 block-1 | SENP7 inh | PfG6PD inh | SENP6 inh | HKDC1 inhibitor | SENP8 block-2 | SENP1 inh | Apaf-1 inh
COc1ccc(C2(CNC(=O)c3cccc([N+](=O)[O-])c3)CCOCC2)cc1 | 0 | -1 | -18 | 0 | -12 | -1 | 1 | -13
Cc1cc2n(n1)C(c1ccc3c(c1)OCO3)Nc1ccccc1-2 (stereo not drawn) | -1 | 4 | 10 | 7 | 0 | -143 | 1 | 13
CCOC(=O)C1CC(CN2C(=O)c3ccccc3C2=O)OC1=O (stereo not drawn) | nt | nt | -1 | nt | -6 | 3 | 3 | nt
Oc1c(C(c2ccc(Cl)cc2)N2CCCC2)cc(Cl)c2cccnc12 (stereo not drawn) | -2 | 13 | 4 | 16 | -14 | -20 | 3 | 25
CCOC(=O)C1C(=O)CC(C)(O)C(C(=O)OCC)C1c1ccc(C)s1 (stereo not drawn) | 2 | 0 | -3 | 3 | -4 | 27 | 2 | 5
Cc1nn(C(C)C(=O)O)c(=O)c2ccccc12 (stereo not drawn) | -9 | -7 | -1 | -17 | 1 | 7 | 1 | 7
O=C(C1=C[C@@H](c2ccccc2)C[C@@H](OCc2ccc(CO)cc2)O1)N1CCN(Cc2ccc3c(c2)OCO3)CC1 | 2 | -5 | 8 | 5 | -1 | 17 | 0 | 21
Cc1cc(NC(=O)C23CC4CC(CC(C4)C2)C3)n[nH]1 | -7 | -2 | -3 | -8 | -2 | 7 | 0 | -1
Cc1ccc(N(C(C)C(=O)O)S(=O)(=O)c2c(C)n[nH]c2C)cc1 (stereo not drawn) | -5 | 13 | -5 | -12 | -4 | 18 | 2 | -7
CCOC(=O)CSc1nc2c(sc3ccc([N+](=O)[O-])cc32)c(=O)n1Cc1ccco1 | -1 | 4 | 8 | -7 | -8 | 38 | 3 | 9
COc1ccccc1NC(=O)c1ccc(NC(=O)C2COc3ccccc3O2)cc1 (stereo not drawn) | -1 | 1 | 7 | -9 | -3 | 0 | 1 | 8
CC(=O)Oc1ccccc1C(=O)Nc1ccccc1C(=O)N1CCCC1 | -11 | -4 | 4 | 17 | -1 | -10 | 2 | -4

2 compounds drawn at random from the list so far:
SMILES | SENP8 block-1 | SENP7 inh | PfG6PD inh | SENP6 inh | HKDC1 inhibitor | SENP8 block-2 | SENP1 inh | Apaf-1 inh
CC(=O)Oc1ccccc1C(=O)Nc1ccccc1C(=O)N1CCCC1 | -11 | -4 | 4 | 17 | -1 | -10 | 2 | -4
O=C(C1=C[C@@H](c2ccccc2)C[C@@H](OCc2ccc(CO)cc2)O1)N1CCN(Cc2ccc3c(c2)OCO3)CC1 | 2 | -5 | 8 | 5 | -1 | 17 | 0 | 21

Returning to the listing, repeating the 5 entries before the break.
SMILES | SENP8 block-1 | SENP7 inh | PfG6PD inh | SENP6 inh | HKDC1 inhibitor | SENP8 block-2 | SENP1 inh | Apaf-1 inh
Cc1cc(NC(=O)C23CC4CC(CC(C4)C2)C3)n[nH]1 | -7 | -2 | -3 | -8 | -2 | 7 | 0 | -1
Cc1ccc(N(C(C)C(=O)O)S(=O)(=O)c2c(C)n[nH]c2C)cc1 (stereo not drawn) | -5 | 13 | -5 | -12 | -4 | 18 | 2 | -7
CCOC(=O)CSc1nc2c(sc3ccc([N+](=O)[O-])cc32)c(=O)n1Cc1ccco1 | -1 | 4 | 8 | -7 | -8 | 38 | 3 | 9
COc1ccccc1NC(=O)c1ccc(NC(=O)C2COc3ccccc3O2)cc1 (stereo not drawn) | -1 | 1 | 7 | -9 | -3 | 0 | 1 | 8
CC(=O)Oc1ccccc1C(=O)Nc1ccccc1C(=O)N1CCCC1 | -11 | -4 | 4 | 17 | -1 | -10 | 2 | -4
NS(=O)(=O)c1ccc(CCNC(=O)COC(=O)COc2cccc(C(F)(F)F)c2)cc1 | -4 | 6 | 4 | -1 | -1 | 5 | 0 | -6
Cc1ccc(C(=O)NCc2nnc3c(C(F)(F)F)cc(Cl)cn23)o1 | -1 | -2 | -3 | 0 | -4 | 1 | -1 | -2
O=C(NCCc1ccccc1)c1cccc2c1C(=O)N(C1CCCCC1)C2 | 4 | -6 | -2 | 6 | -1 | 1 | 1 | 19
CC(=O)NC12CC3CC(C1)CC(C(=O)OCC(=O)Nc1c(F)cccc1F)(C3)C2 | -5 | 1 | -9 | 11 | -6 | 7 | 0 | -9
CC(=O)c1c(O)cc(C(C)C)n(-c2ccccc2)c1=O | -1 | -4 | 3 | 0 | -10 | -111 | -8 | 4
CCOc1ccc(CCNC(=O)Cn2ccc3cc(S(=O)(=O)N4CCCC4)ccc32)cc1 | -11 | 4 | -30 | -2 | -4 | 5 | -2 | 20
O=C(N/N=C/c1cccc(Oc2ccccc2)c1)c1ccccc1Br | -21 | 10 | 89* | -32 | 19 | 8 | 0 | 3
CCOC(=O)C1(CCCc2ccccc2)CCN(C(=O)c2cncs2)CC1 | -5 | -3 | 18 | -32 | -5 | 2 | -1 | 23
CCN(CC)CCCNC(=S)N(CCCO)Cc1cc2cc3c(cc2[nH]c1=O)OCO3 | 1 | 3 | 3 | 3 | 1 | i | -11 | 3
Cc1ccc(C2(C)NC(=O)N(CC(=O)NCc3cccs3)C2=O)cc1 (stereo not drawn) | -1 | 1 | -9 | -6 | -8 | 2 | -2 | -1
Cc1sc2nc(CSCC(=O)N(CCC#N)c3ccccc3)[nH]c(=O)c2c1C | -3 | 5 | -7 | -13 | 21 | -214 | -20 | 5
Cc1cc(C)cc(NS(=O)(=O)c2cnc(Cl)c(Cl)c2)c1 | -18 | -13 | 0 | -6 | 11 | 10 | 1 | 24
O=C(CCSc1nc(-c2ccco2)cc(C(F)(F)F)n1)NCCc1ccccc1 | -5 | 0 | -11 | -8 | -7 | -4 | -4 | 15
NS(=O)(=O)c1ccc(N/C=C\C(=O)c2ccc3ccccc3c2)cc1 | -16 | -8 | 8 | -5 | -9 | -198 | -77 | -6
O=C(O)COCC(=O)Nc1ccc(-n2nc(C(F)(F)F)cc2-c2cccs2)cc1 | 0 | -5 | -16 | -11 | -4 | -22 | 1 | -9
CC12CCC(C(=O)N3CCOCC3)([C@H](Br)C1=O)C2(C)C (stereo partly drawn) | -1 | 2 | 1 | -16 | -6 | 32 | 2 | -13
CC1CN(C(=O)CCC(=O)NCCCN2C(C)CCCC2C)c2ccccc2O1 (stereo not drawn) | -10 | 26 | -9 | -4 | -6 | 5 | -32 | 12
COc1cc(NC(=O)Nc2cc(C)on2)cc(OC)c1OC | 8 | 8 | 19 | 11 | 0 | 13 | 0 | -4
O=C(NC(=S)N1CCN(c2ccccc2)CC1)c1c(F)cccc1F | 6 | 10 | 14 | -5 | -8 | 6 | 2 | -5
Cc1ccc(OCCCN2CCCC2)c(C)c1 | 10 | 1 | -20 | 8 | -5 | 30 | 0 | -7
Cc1ccc(-c2nnn(CC(=O)N(CC3CCCO3)C(C(=O)NC(C)(C)C)c3ccc(F)cc3)n2)o1 (stereo not drawn) | -6 | 2 | -17 | -24 | 0 | 32 | 1 | -1
COc1ccc(NCc2nnc(SCCN3CCCCC3)n2-c2ccc(C)cc2)cc1 | -5 | 1 | 10 | -3 | -6 | 15 | -3 | -10
C/C(=N\Nc1nc(N2CCCCC2)nc(N2CCOCC2)n1)c1cccs1 | -19 | -4 | 2 | -7 | -12 | 16 | 1 | 8
CN(CCOc1ccc(Cl)cc1)C(=O)c1cccc(S(=O)(=O)N2CCN(c3ccccc3)CC2)c1 | nt | nt | 9 | nt | 7 | -1 | 0 | nt
CC1(C)CC(=O)CC(=Nc2ccc3[nH]c(=O)[nH]c3c2)C1 | 5 | -2 | 11 | -4 | -3 | 10 | -45 | -24
COc1ccc2c(COC(=O)CNS(=O)(=O)c3ccc(C)c(C)c3)cc(=O)oc2c1 | -7 | -3 | 11 | -16 | 0 | i | -20 | 14
Cn1c(=O)[nH]c(=O)c2c1nc(N1CCOCC1)n2CCSc1nc2ccccc2[nH]1 | -8 | 3 | -19 | -18 | -3 | 6 | 0 | 4
COc1ccc(NC(=O)Cn2c(=O)n(Cc3ccco3)c(=O)c3ccccc32)cc1 | -1 | -9 | 0 | -10 | -3 | 17 | 2 | 11
CC(=O)c1ccc(NC(=O)C2CCN(S(=O)(=O)c3cccc4cccnc34)CC2)cc1 | -2 | -7 | 1 | -22 | -4 | 2 | 5 | 9
CN(CC(=O)Nc1ccccc1Br)C(=O)C1CCN(C(=O)c2ccc(Cl)cc2)CC1 | -8 | 10 | 2 | -23 | -5 | -4 | 2 | -9
CCN(CC)C(=O)CSc1nc2c(c(-c3cccnc3)c1C#N)CCCC2 | 4 | -3 | 15 | -6 | 5 | 24 | 1 | 3
CC(=O)Nc1cccc(C(=O)NNC(=O)c2ccccc2-n2cccc2)c1 | -3 | 3 | 16 | -1 | -8 | 5 | 1 | -5
Cc1ccc(NC(=O)Cc2nc(COC(=O)C(C)NS(=O)(=O)c3ccc(C)cc3)cs2)cc1 (stereo not drawn) | 3 | 10 | 12 | -7 | 5 | -58 | -160 | 1
CCC(=O)N1CCN(c2cc3c(cc2F)c(=O)c(C(=O)O)cn3CC)CC1 | 1 | 9 | -12 | -20 | -3 | -421 | 2 | -19
O=C(OCC#CCSc1nnc(-c2cccc3ccccc23)o1)c1cc2ccccc2o1 | 5 | 4 | 7 | -5 | -2 | -96 | -1 | 4
CC1CCc2c(sc(/N=C/c3ccco3)c2C(N)=O)C1 (stereo not drawn) | 0 | -5 | 7 | 2 | -6 | 8 | 0 | -6
O=C(CNCc1ccc(Cl)cc1)Nc1ccc2c(c1)OCCO2 | -6 | 3 | 6 | -20 | -7 | 7 | 3 | 0
CC(OC(=O)Cc1n[nH]c(=O)c2ccccc12)C(=O)Nc1ccc(F)cc1Cl (stereo not drawn) | -7 | -2 | -9 | -9 | 0 | 8 | 2 | -1
Cc1ccc2cccc(Oc3cnccn3)c2n1 | 0 | 3 | -7 | -7 | 6 | 8 | 1 | -2
COc1ccc(C)cc1NC(=O)C1CC(=O)N(CCc2ccc(F)cc2)C1 (stereo not drawn) | nt | nt | -1 | nt | -3 | 4 | -2 | nt
COc1cc(O)c(C(CC(=O)N2CCCC2)c2ccc(N(C)C)cc2)c(OC)c1 (stereo not drawn) | 6 | -3 | 3 | -20 | 2 | 27 | 1 | -1
COC(=O)CSc1nc2sc3c(c2c(=O)n1C1CCCCC1)CCN(C)C3 | 12 | 6 | nt | 9 | nt | nt | nt | 5
CCOc1ccccc1N1CC(C(=O)Nc2ccc3c(c2)OCCO3)CC1=O (stereo not drawn) | 4 | -3 | 1 | 1 | -1 | 7 | -1 | -16
COc1ccc2ccccc2c1C(=O)/C=C\c1ccoc1 | 2 | 1 | 26 | 1 | 15 | -52 | 3 | 11
COc1ccc(C2c3cc(OC)c(OC)cc3CCN2C(=O)c2ccccc2Br)cc1OC (stereo not drawn) | -2 | -7 | -16 | -11 | -5 | 8 | 2 | 11
COC(=O)N/N=C/c1ccc(/C=N/NC(=O)OC)cc1 | 0 | 5 | 5 | -18 | -5 | 2 | 2 | 0
CCOC(=O)C1C(=O)NC(N2CCN(Cc3ccccc3)CC2)=NC1c1ccco1 (stereo not drawn) | 4 | 3 | -12 | -9 | -9 | 8 | -1 | 4
COC(=O)c1c(C)[nH]c(C(=O)COC(=O)CCNS(=O)(=O)c2cccc(C(F)(F)F)c2)c1C | 8 | 8 | 4 | 4 | 1 | 16 | 0 | 13
COc1ccccc1/C=N/NC(=O)c1ccc(N(C)S(=O)(=O)c2ccccc2)cc1 | -12 | -7 | 29 | -3 | -6 | -2 | -2 | 4

High-throughput results as filed in PubChem BioAssay.
